PTHR1 agonist = PTHR1 (human) receptor agonism; HEK293 GP2 PTHR1 cells, GloSensor cAMP luminescence, 1 h; Potency, µM (series often up to 115 µM), inactives show at the top dose activation, most hits filed as activators; actives 0.075% (n = 410,000); AID 743266; also: potency is read from the fitted curve at half-maximal effect; nearly all actives have a fitted effect of over 55% in size; some results filed as inactive show a strong effect at the top dose; inactives centre near -15; many of its hits are not listed in these tables
Target sequence (Q03431 whole entry, looked up): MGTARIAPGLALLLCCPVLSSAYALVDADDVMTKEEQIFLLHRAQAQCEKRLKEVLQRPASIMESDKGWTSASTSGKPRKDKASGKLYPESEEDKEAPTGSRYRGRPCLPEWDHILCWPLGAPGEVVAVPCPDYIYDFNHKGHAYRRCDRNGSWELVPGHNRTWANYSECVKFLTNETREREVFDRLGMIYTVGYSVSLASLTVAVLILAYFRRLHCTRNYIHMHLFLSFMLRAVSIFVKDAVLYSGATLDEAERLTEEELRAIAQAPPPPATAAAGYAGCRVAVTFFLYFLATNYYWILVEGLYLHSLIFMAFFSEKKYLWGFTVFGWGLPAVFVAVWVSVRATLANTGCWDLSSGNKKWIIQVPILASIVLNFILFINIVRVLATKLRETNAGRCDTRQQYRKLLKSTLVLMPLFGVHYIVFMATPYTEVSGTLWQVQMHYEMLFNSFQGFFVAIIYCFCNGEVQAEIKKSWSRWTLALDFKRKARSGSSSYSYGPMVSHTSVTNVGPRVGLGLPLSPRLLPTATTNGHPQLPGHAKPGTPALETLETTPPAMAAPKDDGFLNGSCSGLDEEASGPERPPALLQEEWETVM
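HEK-293-derived GP2 cells expressing PTHR1 and a GloSensor cAMP reporter, 3,000/well, plated overnight, given luciferin plus IBMX (each 0.5 mM as added) for 1 h at 37 °C, then compound for 1 h at 37 °C. Luminescence was read after 15 min at room temperature.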
aSyn yeast inh = rescues yeast growth from alpha-synuclein toxicity | AID 652106 | actives 0.14% (n = 370,000) | Yeast expressing alpha-synuclein, growth rescue, BacTiter-Glo, 24 h | Potency, µM (series often up to 46.1 µM), for inactives: at the highest dose growth rescue (activation), usual class: activators; also: potency is read from the fitted curve at half-maximal effect; % of control where 0% means no effect; nearly all actives have a fitted effect of over 65% in size
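Rescue of yeast growth: cells expressing toxic alpha-synuclein, induced in galactose at OD600 0.02, incubated with compound 24 h at 30 C. ATP luminescence quantified growth; inhibitors of toxicity appear as activators.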
GLP-1R inv ag = GLP-1 receptor (human) inverse agonism; P43220; HEK293 GLP-1R CRE-luciferase, luminescence, 24 h; GLP-1R form is constitutively active; Potency, µM (series often up to 38.3 µM), without a hit: at the highest dose activity change, negative = inhibition, actives largely listed as inhibitors; actives 1.6% (n = 410,000); AID 624417; also: potency is read from the fitted curve at half-maximal effect; % is scaled to controls: 0 for no effect and ±100 for the full control effect; nearly all actives have a fitted effect of over 55% in size
Target sequence (P43220 whole entry, looked up): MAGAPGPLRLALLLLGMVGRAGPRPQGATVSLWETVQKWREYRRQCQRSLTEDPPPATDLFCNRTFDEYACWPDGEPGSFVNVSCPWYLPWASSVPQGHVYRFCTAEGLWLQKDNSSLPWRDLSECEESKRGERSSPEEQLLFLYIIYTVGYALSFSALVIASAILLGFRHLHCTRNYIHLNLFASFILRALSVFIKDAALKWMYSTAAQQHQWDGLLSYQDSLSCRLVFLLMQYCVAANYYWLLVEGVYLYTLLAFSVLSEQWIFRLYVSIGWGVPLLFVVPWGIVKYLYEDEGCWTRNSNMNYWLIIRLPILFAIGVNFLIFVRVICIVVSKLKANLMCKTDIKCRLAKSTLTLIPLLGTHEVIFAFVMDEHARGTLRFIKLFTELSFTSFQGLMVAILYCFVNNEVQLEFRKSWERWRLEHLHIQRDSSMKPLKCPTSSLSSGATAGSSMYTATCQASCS
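Constitutively active GLP-1R drives a cAMP-responsive luciferase in stably transfected HEK293 cells; test compounds are added after overnight (12 h) attachment and left 24 hr, and signal loss in luminescence marks inhibition.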
pAkt inh = Akt phosphorylation inhibition | Neuro2A IGF-stimulated pAkt S473 HTRF, 20 min; hits give low values | activity change, % for hits at 50 µM | actives 0.32% (n = 360,000) | AID 651550; in the data active = activity change below about -80%; inconclusive = mostly about -51% to -80%; also: % is scaled to controls: 0 for no effect and ±100 for the full control effect
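Neuro2A cells (4,500/well, DMEM with 0.5% FBS) were treated with compound at a single 50 µM final concentration, stimulated with 6 nM IGF for 20 min at 37 °C, and lysed. Phospho-Akt Ser473 was read by HTRF as 665/615 ratio ×10^4.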
FUS suppressor = suppressors of FUS proteinopathy in yeast; Potency, µM (doses to about 76.6 µM), inactives show top-dose growth rescue (activation), hits mostly activators; S. cerevisiae FUS-expressing, growth rescue, OD600, 24 h; actives 0.24% (n = 390,000); AID 1347120;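 also: potency is read from the fitted curve at half-maximal effect; plate controls were DMSO vehicle for no effect and reference control for full effect; nearly all actives have a fitted effect of over 55% in size; some results filed as inactive show a strong effect at the top dose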
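Steps: raffinose overnight preculture; dilution to OD 0.005 in 2% galactose minimal medium; compound addition (concentration series); 24hr at 30C, 99% humidity; absorbance read at 600 nm.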
TDP43 rescue = TDP-43 toxicity inhibition in yeast; actives 1.8% (n = 410,000); TDP-43 expressing yeast growth rescue, BacTiter-Glo, 24 h; Potency, µM (highest dose often 46.1 µM), without a hit: at the highest dose growth rescue (activation), usual class: activators; also: potency is read from the fitted curve at half-maximal effect; % of control where 0% means no effect; nearly all actives have a fitted effect of over 50% in size
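Galactose-induced TDP-43 yeast, OD600=0.02, compound pinned; 24 hr, 30 deg C; BacTiter-Glo luminescence for growth. Inhibitors of TDP-43 toxicity read as activators.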
Mm-Cpn inhibitor = inhibitors of Methanococcus maripaludis chaperonin (MmCpn). actives 0.031% (n = 330,000). Potency, µM (series often up to 76.9 µM), for inactives: top-dose activity, negative = inhibition, usual class: inhibitors. purified Mm-Cpn ATPase, ADP Transcreener TR-FRET; also: potency is read from the fitted curve at half-maximal effect; % is scaled to controls: 0 for no effect and ±100 for the full control effect; nearly all actives have a fitted effect of over 80% in size
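Reaction buffer contained 30 mM Tris pH 7.4, 100 mM KCl, 5 mM MgCl2 and 1 mM DTT. Mm-CPN (25 nM final) hydrolysed 10 uM ATP over 30 min at 37°C; ADP was read by HTRF.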
HEK293 tox = cytotoxic in the GLP-1 receptor inverse agonist counter-screen; actives 0.13% (n = 410,000); Potency, µM (series often up to 38.3 µM), for inactives: at the top dose activity change, negative = inhibition, usual class: inhibitors; AID 624418; HEK293 cAMP-luciferase reporter cells, luminescence, 24 h;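 also: loss of luciferase light is scored as toxicity; potency is read from the fitted curve at half-maximal effect; % is scaled to controls: 0 for no effect and ±100 for the full control effect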
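To flag toxic compounds, the library was rerun on cells for 24 hr at 37 deg C and 5% CO2. Viability-linked luminescence was captured 12 min after adding luciferase detection reagent.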
Abeta yeast res = A-beta toxicity reversal in yeast; yeast expressing A-beta42, growth rescue, OD600, 48 h; response scale: 0% DMSO, 100% iron-clioquinol control; Potency, µM (top dose mostly 46.1 µM), for inactives: top-dose growth rescue, usual class: activators; actives 0.063% (n = 410,000); also: potency is read from the fitted curve at half-maximal effect; nearly all actives have a fitted effect of over 55% in size
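Yeast growth medium received pinned compounds, then yeast cells expressing toxic A-beta were added; plates incubated at 30 C for 48 hr. Growth read as absorbance at 600 nm, normalized to DMSO and equimolar FeCl3 plus clioquinol controls.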
* = called active by the depositor; i = inactive; ? = inconclusive; · = not tested or not shown; & = joins results of further samples; [ ] = remark or other dose. Unless noted, calls follow the shape of the dose curve; as a rule, active = well fitted curve in the direction sought with a large enough effect; inconclusive = small, poorly fitted or top-dose-only effect, or another doubt; inactive = no such curve, though single readings can be large; an effect the other way counts as inactive or inconclusive. Only part of the results is shown. The share of hits here may be higher or lower than overall.

SMILES	PTHR1 agonist	aSyn yeast inh	GLP-1R inv ag	pAkt inh	FUS suppressor	TDP43 rescue	Mm-Cpn inhibitor	HEK293 tox	Abeta yeast res
O=C(c1cc2ccccc2o1)n1nnc2ccccc21	i	0%	1%	i	2%	-5%	1%	-14%	6%
O=C(O)c1ccccc1C(=O)Nc1ccc(S(=O)(=O)Nc2nccs2)cc1	-1%	-3%	15%	i	-12%	16%	-1%	2%	-18%
O=C(N/N=C/c1ccc(O)cc1)/C(=C/c1ccccc1)CCO	i	-6%	-53%	i	1%	3%	2%	-15%	-5%
FC(F)(F)c1cccc(NC(=S)NNC(=S)NCc2ccccc2)c1	i	-36%[inhibitor]	0%	i	40%	?	1%	-33%	-96%[inhibitor]
O=C(Cc1ccccc1)N/N=C/c1ccc(Cl)cc1Cl	-14%[57.5 µM]	10%	-7%	i	11%	-9%	-1%	-5%	-6%
Nc1cc(=O)[nH]c(SCC(=O)Nc2ccc(N3CCOCC3)cc2)n1	i	2%	22%	i	-17%	12%	2%	5%	-14%
CCOC(=O)c1c(NC(=O)CSc2ncnc3ccccc23)sc(C)c1C	i	-7%	28%	i	18%	24%	-1%	0%	-19%
Cc1ccc(OCc2nnc(SCC(=O)c3ccccc3)n2Cc2ccco2)cc1	-27%	12%	?	i	17%	9%	-2%	-4%	9%
Nc1ccn([C@@H]2O[C@H](C(=O)Nc3ccc(C(=O)N4CCCCC4)cc3)[C@@H](O)[C@H]2O)c(=O)n1	-22%	-7%	14%	i	-21%	23%	·	0%	-15%
Cc1cccc(CCNS(=O)(=O)c2cc3c(cc2C)NC(=O)CO3)c1	i	-4%	15%	i	-8%	-3%	1%	2%	0%
CCC(C)c1ccc(NC(=S)NCc2cccs2)cc1 (stereo not drawn)	-46%[inhibitor]	-15%	?	i	-4%	17%	1%	-15%	-9%
CS(=O)(=O)N(CC(=O)NCCSCc1c(F)cccc1Cl)c1cccc([N+](=O)[O-])c1	i	0%	0%	i	-26%	-7%	-3%	3%	-9%
CC(=O)Nc1ccc(-c2ccnc3c2CC(C(=O)NC(C)C)O3)cc1 (stereo not drawn)	-9%	2%	16%	i	-10%	22%	·	1%	-9%
O=C(NCCO)OC1CC2CC1[C@H]1CCCCN1C2=O (stereo partly drawn)	-20%	1%	3%	i	-19%	0%	·	-4%	-11%
COC(=O)c1sccc1NC(=S)N1CCCCC1C (stereo not drawn)	-2%	-6%	?	i	49%	12%	3%	-5%	10%
COc1ccc(NC(=O)c2cccnc2N2CCOCC2)cc1	i	-4%	3%	i	2%	-2%	-3%	-1%	-18%
O=C(NCc1ccco1)c1ccc2ccccc2c1	i	-7%	3%	i	29%	14%	2%	0%	9%
Cc1cccc(NC(=O)C2CCCN2C(=O)OCC(C)C)c1C (stereo not drawn)	-11%[57.5 µM]	-1%	3%	i	-1%	-3%	0%	-16%	17%
Cc1ccc2sc(N(CCCN(C)C)C(=O)c3ccc(S(=O)(=O)N(C)C)cc3)nc2c1C	-7%	-2%	?	i	9%	4%	2%	6%	6%
O=C(O)CSCC(=O)N1CCN(c2ccnc3cc(Cl)ccc23)CC1	6%	0%	23%	i	-30%	6%	0%	3%	1%
COc1ccc(N(C(=O)CNC(=O)c2ccco2)C(C(=O)NC2CCCC2)c2ccncc2)cc1 (stereo not drawn)	i	16%	-3%	i	10%	-12%	-2%	-6%	1%
C=CCOC(=O)C1=C[C@H](c2cn(C(C)=O)c3ccccc23)[C@@H](CCCO)[C@H](OCC)O1	i	2%	17%	i	32%	27%	·	-30%	-14%
CCOC(=O)CNC(=O)N1CCCC(C(=O)c2cccc(Cl)c2)C1 (stereo not drawn)	i	3%	-2%	i	-11%	2%	3%	1%	13%
CCN(C[C@H]1N[C@@](C)(C(=O)OC)[C@H]2C(=O)N(Cc3ccccc3)C(=O)[C@@H]12)C(=O)Nc1ccc(OC)cc1	26%	-3%	7%	i	12%	-7%	-2%	0%	-10%
CC(Oc1ccc(Cl)cc1)C(=O)NCCN1C(=O)S/C(=C\c2cccnc2)C1=O (stereo not drawn)	i	?	?	i	·	3%	1%	-16%	0%

Quoted at random: three compounds from above, in no set order.
SMILES	PTHR1 agonist	aSyn yeast inh	GLP-1R inv ag	pAkt inh	FUS suppressor	TDP43 rescue	Mm-Cpn inhibitor	HEK293 tox	Abeta yeast res
O=C(O)c1ccccc1C(=O)Nc1ccc(S(=O)(=O)Nc2nccs2)cc1	-1%	-3%	15%	i	-12%	16%	-1%	2%	-18%
CC(=O)Nc1ccc(-c2ccnc3c2CC(C(=O)NC(C)C)O3)cc1 (stereo not drawn)	-9%	2%	16%	i	-10%	22%	·	1%	-9%
C=CCOC(=O)C1=C[C@H](c2cn(C(C)=O)c3ccccc23)[C@@H](CCCO)[C@H](OCC)O1	i	2%	17%	i	32%	27%	·	-30%	-14%

The list continues:
SMILES	PTHR1 agonist	aSyn yeast inh	GLP-1R inv ag	pAkt inh	FUS suppressor	TDP43 rescue	Mm-Cpn inhibitor	HEK293 tox	Abeta yeast res
CCN(CC)CCNC(=O)COc1ccc(OC)cc1	-18%	2%&-3%	1%&12%	i	-31%&3%	?	2%&1%	-5%&9%	-3%&-12%
CCOCCCN1CC(C(=O)NCCc2ccc(C)cc2)CC1=O (stereo not drawn)	-19%[57.5 µM]	0%	-1%	i	1%	7%	-1%	-9%	8%
Cc1ccc(S(=O)(=O)NNC(=O)C2COc3ccccc3O2)cc1 (stereo not drawn)	i	1%	1%	i	-17%	21%	0%	-6%	24%
CSCc1nc2sc(C(=O)Nc3nc(C)cs3)c(C)c2c(=O)[nH]1	-7%	5%	42%[activator]	i	16%	-9%	-1%	5%	2%
O=C(NC(=S)NCCc1ccccc1)C1CCCCC1	-13%	-19%	?	i	·	?	0%	-4%	34%
CCOc1ccc(NC(=O)c2c3c(nc4ccccc24)CCC3)cc1	i	-5%	10%	i	-1%	-12%	-1%	-4%	-18%
N#C/C(=C\c1cc(O)c(O)c(O)c1)C(N)=O	-22%	1%	-4%	i	-20%	-1%	-2%	?	-23%
Cc1ccc(NC(=O)CSC2=C(C#N)C(c3ccco3)CC(=O)N2)cc1 (stereo not drawn)	-23%[57.5 µM]	-9%	?	i	-3%	-10%	-1%	-31%	16%
CC(C)Nc1nnc(SCC(=O)c2c(N)n(Cc3ccccc3)c(=O)n(C)c2=O)s1	-11%	4%	-28%	i	-4%	17%	-12%	-15%	-6%
Nc1nc2c(c(=O)[nH]1)C(c1cccc3ccccc13)C1=C(N2)c2ccccc2C1=O (stereo not drawn)	-62%[inhibitor]	0%	?	i	39%	-4%	-2%	-7%	-16%
COc1ccc(/C=C(\C#N)C(=O)OCC(=O)NCc2ccco2)cc1	i	3%	1%	i	29%	-3%	1%	-10%	2%
CCOC(=O)CC(NC(=O)Cn1nnc(-c2ccccc2Cl)n1)c1ccc(OC)cc1 (stereo not drawn)	-2%&-14%	7%	?	i	4%&21%	-11%[0.397 µM]	1%	-19%&9%	-3%&-6%
COc1cccc(NC(=O)CN(C)C(=O)c2cc(-c3ccco3)nc3ccccc23)c1	i	-3%	-26%	i	37%	-2%	-2%	-7%	0%
O=C(O)C1CC(Br)C(Br)CC1C(=O)O (stereo not drawn)	i	-2%	-2%	i	-15%	20%	·	2%	0%
COc1ccccc1NC(=O)CCN1CCN(Cc2ccccc2)CC1	-13%[57.5 µM]	1%	3%	i	23%	-17%	0%	6%	-20%
C[C@H](CO)N1C[C@H](C)[C@@H](CN(C)S(=O)(=O)c2cccs2)Oc2c(NC(=O)NC3CCCCC3)cccc2C1=O	-12%	-2%	12%	i	14µM*	5%	1%	?	10%
COC(=O)C[C@@H]1OC[C@H](C)N1S(=O)(=O)c1ccc(C)cc1	i	0%	7%	i	-4%	20%	·	2%	-5%
CCOC(=O)CSc1nc2ccc(NC(=O)c3ccc(F)cc3)cc2s1	-17%	·	1%	·	18%	12%	·	-5%	-11%
CC(=O)Nc1ccc2nc(NC(=O)CS(=O)(=O)c3ccc(F)cc3)sc2c1	-17%	-4%	11%	i	13%	-4%	·	4%	-9%
CCN1CNC(=S)N(c2ccccc2C)C1	i	-1%	5%	i	20%	-1%	-1%	-3%	1%
O=C(CSc1nnc(-c2cccc(S(=O)(=O)N3CCOCC3)c2)n1C1CCCCCC1)NCc1ccccc1	-6%	0%	-2%	i	21%	-19%	-10%	-21%	-3%
CCOC(=O)c1cc2occc2n1CC(=O)N1CCCc2ccccc21	i	16%	?	i	·	0%	1%	-15%	?
CCC1(C)Cc2c(sc3nc(SC)n(Cc4ccccc4)c(=O)c23)CO1 (stereo not drawn)	-8%[57.5 µM]	2%	?	i	-16%	7%	-2%	5%	-10%
COc1ccccc1S(=O)(=O)Cc1ccc(C(=O)NCc2ccco2)o1	i	18%	-5%	i	1%	-8%	1%	-9%	1%
COCCOCCn1c(CCCO)nc2ccccc21	i	-2%	10%	i	-17%	13%	0%	0%	2%
N#Cc1ccccc1Sc1ccccc1C(=O)Nc1ccc2ccccc2c1	-11%	8%	?	i	?	20%	-10%	-2%	-6%
Nc1ccc(S(=O)(=O)NC2(C(F)(F)F)NC(=O)N(c3cccc(Cl)c3)C2=O)cc1 (stereo not drawn)	i	·	-1%	·	35%	6%	·	1%	9%
CC(=O)Nc1ccc(S(=O)(=O)NCC(=O)OCc2cc(=O)oc3ccc4ccccc4c23)cc1	-3%	-1%	30%[activator]	i	15%	-13%	-10%	1%	2%
